Bioassay records as filed in PubChem.
hgDAF12 agonist – activates the H. glycines DAF-12 receptor ligand-binding domain. HEK293 GAL4-hgDAF12 UAS-luciferase reporter, agonist luminescence; normalized to butyrate control. activation, % at 6.8 µM. hit rate 1.8% among 370,000. AID 687014;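 active = activation above a cutoff set at the mean of all screened compounds plus 3 SD, cut at about 10% in these data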;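 note: 0% = DMSO wells and 100% = sodium butyrate wells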
ssDAF12 agonist – S. stercoralis DAF-12 activation, primary screen | HEK293 ssDAF-12/GRIP1 lit1-tk-luc reporter, luminescence; % of 3 µM dafachronic acid response | activation, % at 6.8 µM | hit rate 1% among 370,000 | AID 652126;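 active = activation above the mean over all tested compounds plus 3 SD, cut at about 0.9% in these data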;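 note: 0% = DMSO-only wells and 100% = 3 µM delta7-dafachronic acid wells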
NPR1 activator – GC-A (human) enzyme activation. HEK293 GC-A cells, cGMP TR-FRET, EC30 ANP; 0% at EC30 ANP, 100% saturating ANP. activation, % at 10 µM. hit rate 0.14% among 370,000. AID 1671463; in the data active = activation above about 40%
sPLA2-III inh – Blocks human group III sPLA2 activity. Q9NZ20. AID 743126. hit rate 0.56% among 370,000. inhibition, % at 12.2 µM. QFRET BODIPY PC-A2 liposome hydrolysis, fluorescence;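 active = inhibition above mean plus 3 SD of compounds lying within the high and low control bounds, cut at about 19% in these data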;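 note: 0% = median of test compound wells and 100% = no enzyme DMSO wells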
hcDAF-12 act – activators of H. contortus DAF-12 nuclear receptor; HEK293 hcDAF-12 lit1-tk-luc reporter, luminescence; 0% DMSO, 100% Δ7-dafachronic acid; activation, % at 6.8 µM; hit rate 1.4% among 370,000;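 active = activation above the mean of all tested compounds plus 3 SD, cut at about 5.5% in these data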;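 note: 100% = response to 3 µM Δ7-dafachronic acid high control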
proKLK7 act – activators of human kallikrein-7 zymogen; purified proKLK7, EDANS-DABCYL substrate fluorescence; 100% is mature enzyme control, 0% vehicle; AID 652039; activation, % at 7 µM; hit rate 0.9% among 370,000;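 active = activation above the mean of all tested compounds plus 3 SD, computed per campaign excluding outliers beyond control limits, cut at about 13% in these data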
FXN GAA850 act – frataxin GAA850 promoter activation. HEK293 lucGAA850 FXN promoter luciferase reporter, 24 h; percent of 10 µM SAHA response. activation, % at 6 µM. hit rate 0.56% among 360,000;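 active = activation above the average of all compounds screened plus 3 SD, cutoff fixed separately per campaign, cut at about 7.5% in these data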;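 note: 0% = DMSO wells and 100% = 10 µM SAHA wells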
DAX1 inh-1 – inhibitors of human orphan nuclear receptor DAX1 (NR0B1). P51843. HEK293 Gal4-DAX1 luciferase reporter, luminescence. inhibition, % at 6.75 µM. hit rate 0.99% among 340,000. AID 504766;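 active = inhibition above the mean over all tested compounds plus 3 SD, cut at about 4.2% in these data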;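 note: 0% = DAX1-transfected cells with DMSO and 100% = empty-vector control cells with DMSO; inhibition shows as a rise in luminescence from relieved DAX1 repression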
SMARCA2 activ – SMARCA2 function activation, primary screen; hit rate 1% among 370,000; activation, % at 9.1 µM; MG213 cells, MMTV-luciferase reporter, dexamethasone, overnight; AID 652017; in the data active = activation above about 7.8%;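 note: 0% = vehicle wells and 100% = reference activator wells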
GC-B act – GC-B (human) receptor activation. HEK293-GC-B cells, CNP EC30, cGMP TR-FRET; 0% at EC30 CNP, 100% saturating CNP. activation, % at 10 µM. hit rate 0.11% among 370,000. P20594;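 active = activation at 10 µM reaching about 35% in either raw or pattern-adjusted values, limit read from the data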
Target sequence (P20594 whole entry, looked up): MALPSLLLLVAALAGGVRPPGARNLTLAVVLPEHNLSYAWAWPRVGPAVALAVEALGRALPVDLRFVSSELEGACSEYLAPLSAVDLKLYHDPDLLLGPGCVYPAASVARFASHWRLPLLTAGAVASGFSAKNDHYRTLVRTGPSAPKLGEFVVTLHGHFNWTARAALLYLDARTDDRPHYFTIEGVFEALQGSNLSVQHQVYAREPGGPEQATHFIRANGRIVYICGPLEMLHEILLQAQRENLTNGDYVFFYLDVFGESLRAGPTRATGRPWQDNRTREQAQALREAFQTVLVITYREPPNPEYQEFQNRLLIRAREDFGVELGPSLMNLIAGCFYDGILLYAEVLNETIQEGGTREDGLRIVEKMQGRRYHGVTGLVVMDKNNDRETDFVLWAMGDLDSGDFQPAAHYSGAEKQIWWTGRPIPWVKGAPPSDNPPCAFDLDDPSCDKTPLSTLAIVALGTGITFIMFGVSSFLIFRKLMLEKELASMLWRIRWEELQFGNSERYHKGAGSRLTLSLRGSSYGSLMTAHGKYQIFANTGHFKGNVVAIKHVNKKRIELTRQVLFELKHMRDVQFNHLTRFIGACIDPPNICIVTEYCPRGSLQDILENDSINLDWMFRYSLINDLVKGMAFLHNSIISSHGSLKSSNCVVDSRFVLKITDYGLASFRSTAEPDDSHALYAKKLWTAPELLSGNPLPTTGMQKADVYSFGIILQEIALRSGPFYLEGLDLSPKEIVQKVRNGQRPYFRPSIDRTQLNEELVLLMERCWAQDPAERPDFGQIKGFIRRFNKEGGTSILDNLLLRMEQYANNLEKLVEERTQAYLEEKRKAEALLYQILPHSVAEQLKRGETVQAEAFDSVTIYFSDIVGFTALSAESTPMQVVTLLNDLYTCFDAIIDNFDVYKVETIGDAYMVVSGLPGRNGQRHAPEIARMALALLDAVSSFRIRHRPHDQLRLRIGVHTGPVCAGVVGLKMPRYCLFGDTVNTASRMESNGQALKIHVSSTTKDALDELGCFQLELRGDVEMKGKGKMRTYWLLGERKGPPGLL
DAX1 inh-2 – DAX1 (NR0B1) inhibition, primary screen; inhibition, % at 6.8 µM; hit rate 1.1% among 370,000; HEK293T StAR-luciferase reporter, SF-1/DAX-1 repression relief; AID 652010;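 active = inhibition above the mean over all tested compounds plus 3 SD, cut at about 3.6% in these data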;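 note: 0% = DAX-1 cells with DMSO and 100% = cells lacking DAX-1 with DMSO; higher inhibition means more luminescence from relief of DAX-1 repression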
* = called active by the depositor; . = not tested or not shown.

SMILES	hgDAF12 agonist	ssDAF12 agonist	NPR1 activator	sPLA2-III inh	hcDAF-12 act	proKLK7 act	FXN GAA850 act	DAX1 inh-1	SMARCA2 activ	GC-B act	DAX1 inh-2
COc1ccc(CCC(=O)NCCS(=O)(=O)N2CCN(c3ccc(F)cc3)CC2)cc1	-2.5	-1.8	2	-3	-2.8	0.2	-2.3	0.5	-2	5	-0.5
O=C(COC(=O)c1ccc([N+](=O)[O-])cc1Cl)NCc1ccco1	2.4	-0.8	-2	4	-0.4	-0.3	0.4	1.5	1	-2	-1.6
O=C(CSc1nnnn1-c1cccnc1)Nc1cccc(Cl)c1	1.7	-0.6	-1	-2	-1.7	0.2	-2.4	0.1	4	-3	0.0
COC(=O)c1ccc(N2CCS(=O)(=O)CC2)cc1	-3.1	-1.4	-3	2	-1.2	-0.5	-0.7	1.1	-2	5	0.1
CC1CC(=O)c2cnc(Nc3cccc(C(F)(F)F)c3)nc2C1 (stereo not given)	0.0	-1.1	-4	1	0.0	0.6	2.7	3.4	0	-4	0.2
COc1ccc(C(=O)NNC2=CC(=O)CC(C)(C)C2)cc1	-2.9	-1.2	4	14	-0.7	-1.2	-1.2	1.6	-3	1	0.1
COc1cccc2sc(=NC(=O)CS(=O)(=O)c3ccc(Cl)cc3)n(C)c12	-2.2	-1.6	1	0	-1.0	0.1	-0.8	1.6	-1	-2	-4.7
Cc1ccc(S(=O)(=O)NCC(=O)OCc2csc(CC(=O)Nc3ccccc3C)n2)cc1C	0.3	-1.2	3	-85	-1.2	0.0	-0.7	1.2	6	-7	0.5
O=C(Nc1cccc(Cl)c1)Nc1nnc(-c2ccncc2)s1	-4.2	-2.5	18	-16	-6.5	-0.3	-5.7	-4.2	-9	9	-1.8
Cc1ccc(NC(=O)c2cc(C(=O)Nc3ccc(C)cc3)n(C)n2)cc1	1.6	-1.2	0	-5	3.4	-0.3	-0.8	2.9	-1	-4	-0.2
CC(=O)Nc1ccc(/C(C)=N/NC(=O)c2ccc(F)cc2)cc1	5.4	-1.1	0	7	-0.9	0.1	2.4	0.2	1	1	-0.1
Fc1cc2nc(-c3ccncc3)[nH]c2cc1F	5.6	0.1	3	6	0.6	8.9	6.3	0.1	1	0	0.6
COc1ccc(CN(C)CCCn2ccc(N)nc2=O)cc1OC	-3.1	-0.9	5	4	-1.7	0.8	2.1	0.7	-5	5	0.3
COc1ccc(N(CC(=O)Nc2ccc(C)cc2C)S(=O)(=O)c2ccccc2[N+](=O)[O-])c(OC)c1	-0.7	-1.8	-5	-8	-1.4	0.4	0.2	.	-1	5	-0.2
COc1ccc(NC(=O)Cn2nnc(-c3ccccc3NS(=O)(=O)c3ccc(OC)cc3)n2)cc1	-4.0	-2.0	-1	-1	-1.8	0.5	-3.6	0.5	-2	4	0.1
Cc1ccccc1NC(=O)c1sc2nc3c(c(-c4ccco4)c2c1N)CCCC3	-0.2	-1.0	12	7	0.6	-2.3	-1.0	-2.9	0	-1	-0.1
O=C(O)/C(=C\c1ccc2ccccc2c1)c1cccc2ccccc12	1.1	-1.2	1	-36	2.3	0.4	-0.8	0.0	-6	0	-0.2
O=c1ccnc(SCCC(F)=C(F)F)[nH]1	-1.3	-1.2	1	5	-0.9	-0.3	1.9	0.1	-2	-1	0.7
Cc1ccc(C(=O)Oc2coc(CSc3nnc(NC(=O)C4CC4)s3)cc2=O)cc1C	3.6	-1.2	-4	-63	1.3	-0.5	3.8	-0.5	-4	-3	0.8
O=C(NNC(=O)c1cc2ccccc2cc1O)Nc1ccc(Br)cc1	1.0	-0.6	0	31*	2.1	-5.1	0.0	1.1	-1	-5	0.5
CCCCC(=O)Nc1ccc2c(c1)nc(CN1CCN(C(=O)OCC)CC1)n2C	0.5	-1.1	3	1	0.9	0.0	0.9	-1.6	-1	0	-0.3
O=[N+]([O-])c1cc(Cl)ccc1NCCNS(=O)(=O)c1ccccc1	-0.1	-1.6	-5	-8	-0.6	0.7	3.4	1.0	16*	-4	0.8
CCc1cc(=O)oc2cc(C)c3c(C)coc3c12	-0.8	-1.4	-11	4	-2.1	3.0	-1.1	0.3	-1	0	-0.1
Nc1ccn([C@@H]2O[C@H](C(=O)N[C@H](Cc3ccccc3)C(=O)N3CCN(CC(=O)N4CCCC4)CC3)[C@@H](O)[C@H]2O)c(=O)n1	-2.2	-1.1	5	12	0.2	0.8	.	.	-5	8	-1.1
O=C(COc1ccccc1F)Nc1nc(-c2ccccn2)cs1	0.9	-1.0	1	12	-0.5	-1.3	-2.0	1.4	-4	-2	-1.4

Sorted by formula weight (ascending): twelve of the compounds above
SMILES	hgDAF12 agonist	ssDAF12 agonist	NPR1 activator	sPLA2-III inh	hcDAF-12 act	proKLK7 act	FXN GAA850 act	DAX1 inh-1	SMARCA2 activ	GC-B act	DAX1 inh-2
Fc1cc2nc(-c3ccncc3)[nH]c2cc1F	5.6	0.1	3	6	0.6	8.9	6.3	0.1	1	0	0.6
O=c1ccnc(SCCC(F)=C(F)F)[nH]1	-1.3	-1.2	1	5	-0.9	-0.3	1.9	0.1	-2	-1	0.7
COc1ccc(C(=O)NNC2=CC(=O)CC(C)(C)C2)cc1	-2.9	-1.2	4	14	-0.7	-1.2	-1.2	1.6	-3	1	0.1
CC1CC(=O)c2cnc(Nc3cccc(C(F)(F)F)c3)nc2C1 (stereo not given)	0.0	-1.1	-4	1	0.0	0.6	2.7	3.4	0	-4	0.2
O=C(COc1ccccc1F)Nc1nc(-c2ccccn2)cs1	0.9	-1.0	1	12	-0.5	-1.3	-2.0	1.4	-4	-2	-1.4
O=C(CSc1nnnn1-c1cccnc1)Nc1cccc(Cl)c1	1.7	-0.6	-1	-2	-1.7	0.2	-2.4	0.1	4	-3	0.0
O=[N+]([O-])c1cc(Cl)ccc1NCCNS(=O)(=O)c1ccccc1	-0.1	-1.6	-5	-8	-0.6	0.7	3.4	1.0	16*	-4	0.8
O=C(NNC(=O)c1cc2ccccc2cc1O)Nc1ccc(Br)cc1	1.0	-0.6	0	31*	2.1	-5.1	0.0	1.1	-1	-5	0.5
CCCCC(=O)Nc1ccc2c(c1)nc(CN1CCN(C(=O)OCC)CC1)n2C	0.5	-1.1	3	1	0.9	0.0	0.9	-1.6	-1	0	-0.3
Cc1ccccc1NC(=O)c1sc2nc3c(c(-c4ccco4)c2c1N)CCCC3	-0.2	-1.0	12	7	0.6	-2.3	-1.0	-2.9	0	-1	-0.1
Cc1ccc(S(=O)(=O)NCC(=O)OCc2csc(CC(=O)Nc3ccccc3C)n2)cc1C	0.3	-1.2	3	-85	-1.2	0.0	-0.7	1.2	6	-7	0.5
Nc1ccn([C@@H]2O[C@H](C(=O)N[C@H](Cc3ccccc3)C(=O)N3CCN(CC(=O)N4CCCC4)CC3)[C@@H](O)[C@H]2O)c(=O)n1	-2.2	-1.1	5	12	0.2	0.8	.	.	-5	8	-1.1

(listing goes on)
SMILES	hgDAF12 agonist	ssDAF12 agonist	NPR1 activator	sPLA2-III inh	hcDAF-12 act	proKLK7 act	FXN GAA850 act	DAX1 inh-1	SMARCA2 activ	GC-B act	DAX1 inh-2
CC(C)Cn1c(=S)[nH]c2cc(C(=O)NCc3ccccc3F)ccc2c1=O	0.1	-0.7	1	10	0.1	0.1	0.6	-0.5	4	-2	-0.7
O=C(NCc1ccccc1)c1ccc(NC(=O)C2CCCCC2)cc1	4.0	-0.2	1	7	-0.8	-0.1	-1.2	0.7	-3	7	-2.1
COc1ccc(CNC(=O)C/C(C)=N/NC(=O)Cc2ccc(OC)cc2)cc1	-3.6	-1.4	3	15	-0.3	-0.6	1.2	-0.3	-5	1	0.8
Cn1c(CNC(=O)CCNC(=O)c2cccc(F)c2)cc(=O)n(C)c1=O	-0.3	-0.6	1	6	-0.5	0.1	0.4	0.6	-2	-6	0.0
CN1CCCc2nc(-c3ccccc3)ccc21	7.2	-0.4	2	3	-0.5	7.9	.	.	0	2	1.4
CC(=O)Nc1ccc(OC(=O)c2ccco2)cc1	-2.2	-1.4	3	8	-2.0	-0.6	1.1	0.9	2	-10	-0.3
O=C(COC(=O)c1cnc(Cl)c(Cl)c1)NC1CCCCCC1	0.7	-1.0	9	10	0.1	0.2	-0.6	-0.1	1	6	0.0
Cc1cc2cc(CNC(=O)c3ccco3)ccc2n1C	-1.0	-1.1	2	1	-1.0	0.4	-0.4	1.0	0	-3	-1.0
Cc1cnc(NC(=O)c2c(Cl)cnn2C)s1	-0.8	0.3	0	6	0.5	-0.5	-1.0	1.1	0	11	-0.3
Cn1c(CNC(=O)Nc2ccccc2)nnc1SCc1ccccc1	3.3	-1.0	0	-8	-2.0	0.2	-0.6	2.2	-2	8	0.0
COC(=O)c1ccc(OC)c(CSc2nnc(COc3cccc(C)c3)o2)c1	-1.9	-0.3	-3	-15	-2.2	0.4	0.0	0.9	0	-1	0.0
COC(=O)c1ccc(-n2nnnc2SCC(=O)NCc2cccc(C(=O)O)c2)cc1	-0.8	-1.1	1	1	-1.2	-0.2	1.1	0.5	-2	-3	0.1
C/C(=N/NC(=O)c1ccc(C)s1)c1cccc(NC(=O)COc2ccc(Cl)cc2C)c1	0.0	-1.3	-6	9	-1.0	0.3	1.4	-0.4	-3	-1	-0.5
Cc1csc2nc(CNC(=O)C3CC=CCC3C(=O)O)cn12 (stereo not given)	3.5	-0.1	1	6	2.4	0.1	0.6	0.9	-4	3	-0.2
COc1ccc(-c2nnc(N)s2)cc1OC	-1.9	-0.7	2	12	0.0	-0.6	3.6	-0.6	-2	3	0.3
CNC(=O)c1cc2ccc(OC)cc2oc1=O	2.4	-1.1	-1	-1	1.3	-6.0	1.0	0.1	3	0	-0.9
O=C1/C(=C/c2ccco2)SC(=S)N1c1cccnc1	5.4	-1.3	-2	-10	-0.3	-0.4	-2.1	3.9	-4	-8	0.7
Cc1ccc(S(=O)(=O)N2CC(=NO)C2)cc1	-0.7	-0.3	2	8	-1.0	-0.8	1.1	2.9	-4	2	-0.4
Cc1ccc2c(c1)[C@H]1[C@H](CO2)[C@H](c2ccccc2)[C@]2(C)C(=O)N(Cc3ccco3)CC(=O)N12	-1.9	-1.1	-2	-5	-1.1	-0.2	-2.0	-0.5	1	-6	0.7
Cn1c(CSCc2ccc(F)cc2)nnc1SCC(=O)Nc1nccs1	-3.0	-2.1	1	-2	-2.9	0.3	-1.8	-1.9	-4	1	-1.8
NCCCNC(=S)NCCCN(Cc1ccc(Cl)cc1)c1ccc(Br)cn1	0.3	-1.1	-8	4	-0.5	0.2	1.2	.	-2	-3	-1.5
CSCC(=O)N1CCCC(N2CCN(c3ccc(F)cc3)CC2)C1 (stereo not given)	-3.0	-1.3	-1	6	-1.8	0.1	-0.2	-0.2	-2	1	0.1
Cc1cccc(C)c1NC1=NCCCCC1	-1.4	-0.8	-4	4	-2.3	0.6	-0.8	-0.5	-3	1	0.3
